# PvdQ inh = P. aeruginosa PvdQ acylase inhibitors, primary screen, biochemical, fluorescence, plate reader and imaging, single point | PvdQ acylase [Pseudomonas aeruginosa LESB58] | purified PvdQ acylase | inhibition, % at 10 µM | 340,000 compounds, 0.063% hits; in the data active = inhibition above about 30%, passing the limit was not always enough;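 also: 0% = vehicle neutral wells and 100% = reference inhibitor wells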
# Rtt109 Vps75 = inhibitors of C. albicans Rtt109/Vps75 HAT, primary screen, biochemical, ThioGlo CoA-SH fluorescence, plate reader | Histone acetyltransferase RTT109 (Candida albicans (strain SC5314 / ATCC MYA-2876)), … | purified Rtt109/Vps75, 4 h | inhibition, % at 34.9 µM | 330,000 compounds, 0.16% hits | AID 540336, 2011;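 active = inhibition of at least 50% in every replicate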
# Target sequence (Q5AAJ8 whole entry, looked up): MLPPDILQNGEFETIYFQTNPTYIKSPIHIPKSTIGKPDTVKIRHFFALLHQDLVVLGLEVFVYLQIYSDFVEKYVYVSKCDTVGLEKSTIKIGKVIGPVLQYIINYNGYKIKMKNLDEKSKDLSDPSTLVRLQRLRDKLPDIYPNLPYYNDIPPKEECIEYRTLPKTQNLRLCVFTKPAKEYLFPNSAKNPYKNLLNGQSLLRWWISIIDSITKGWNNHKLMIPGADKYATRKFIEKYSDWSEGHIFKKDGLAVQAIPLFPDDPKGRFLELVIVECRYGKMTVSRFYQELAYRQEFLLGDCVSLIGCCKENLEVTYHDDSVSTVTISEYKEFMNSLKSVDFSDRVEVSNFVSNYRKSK
# phage Ecoli inh = growth loss of phage-infected E. coli, primary screen, RecBCD inhibitor project, absorbance, with phage, HTS; inhibition, % at 11.9 µM; 360,000 compounds, 0.26% hits; in the data active = inhibition above about 11%
# PfHsp90 yeast 2 = growth inhibition of PfHsp90-expressing yeast, primary screen, antimalarial PfHsp90 inhibitor project, S. cerevisiae, BacTiter-Glo luminescence, single point, set 2; BacTiter-Glo ATP, 48 h; yeast lacking PDR1 and PDR3 efflux regulators; inhibition, % at 9.4 µM; 310,000 compounds, 0.32% hits; AID 504621, 2011;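 active = every replicate shows inhibition above about 80%, whatever the replicate mean, limit read from the data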;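 also: 0% = DMSO neutral controls and 100% = 20 µM radicicol positive controls; yeast relying on Plasmodium falciparum Hsp90 in place of its own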
# Wnt bcat act = Wnt/beta-catenin pathway activators, primary screen, cell-based, plate reader, single point; Wnt/beta-catenin reporter cell assay, activator; activation, % at 9.35 µM; 300,000 compounds, 1.2% hits; AID 743398, 2014; in the data active = activation above about 30%, passing the limit was not always enough;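 also: 0% = neutral control wells and 100% = positive control wells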
# E coli growth = E. coli V3065 growth inhibition, primary screen, counter-screen for AddAB inhibitor project, absorbance, OD600 | 330,000 compounds, 0.27% hits | AID 449728, 2010 | 18 h | inhibition, % at 11.9 µM;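 active = inhibition above the campaign's mean inhibition across all tested compounds plus 3 SD, cut at about 9.9% in these data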;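 also: uninfected addAB+ strain grown without phage in ampicillin broth; 0% = DMSO wells and 100% = ciprofloxacin 0.95 µg/ml wells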
# Tat transport = E. coli Tat export inhibitors, primary screen, MC4100, TorA-mCherry reporter, fluorescence, single point; 340,000 compounds, 0.036% hits; inhibition, % at 10 µM;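 active = mean replicate inhibition at least 50% and at least half of replicates individually reaching 50%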;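 also: exported cargo escapes ClpAP degradation while cytoplasmic cargo is degraded and loses fluorescence; 0% = median of neutral control wells and 100% = median of NaSCN control wells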
# AddAB inh = growth inhibition of E. coli expressing H. pylori AddAB, primary screen, AddAB inhibitor project, absorbance | AID 435030, 2010 | 330,000 compounds, 0.29% hits | inhibition, % at 11.9 µM; in the data active = inhibition above about 12%;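 also: 0% = vehicle wells of infected cells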
# CAL PDZ inh = CAL PDZ peptide-binding inhibitors, primary screen, biochemical, fluorescence polarization, Cer-tagged CAL PDZ, HTS; 330,000 compounds, 0.02% hits; inhibition, % at 20 µM; purified CAL PDZ, TMR-peptide fluorescence polarization, 1 h; AID 504414, 2011;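 active = highest replicate inhibition of at least 40%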;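 also: plate controls were DMSO neutral control wells for no effect and unlabeled competitor peptide control wells for full effect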
#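 material = purified tagged CAL PDZ domain construct (CerCALP) | compound dosing = 20 µM, one dose | times = 1 h at RT | measured by = fluorescence polarization from S- and P-plane intensities, G-factor corrected | read-out = inhibition from polarization loss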
# DAGLB inh = DAGLB lipase inhibitors, primary screen, biochemical, fluorescence, HTS | HEK293T DAGLB membrane lysate, EnzChek fluorogenic substrate | inhibition, % at 5.17 µM | 340,000 compounds, 0.059% hits | AID 504411, 2011; in the data active = inhibition above about 34%;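 also: 0% = enzyme with vehicle and 100% = wells lacking enzyme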
# Target sequence (Q8NCG7 whole entry, looked up): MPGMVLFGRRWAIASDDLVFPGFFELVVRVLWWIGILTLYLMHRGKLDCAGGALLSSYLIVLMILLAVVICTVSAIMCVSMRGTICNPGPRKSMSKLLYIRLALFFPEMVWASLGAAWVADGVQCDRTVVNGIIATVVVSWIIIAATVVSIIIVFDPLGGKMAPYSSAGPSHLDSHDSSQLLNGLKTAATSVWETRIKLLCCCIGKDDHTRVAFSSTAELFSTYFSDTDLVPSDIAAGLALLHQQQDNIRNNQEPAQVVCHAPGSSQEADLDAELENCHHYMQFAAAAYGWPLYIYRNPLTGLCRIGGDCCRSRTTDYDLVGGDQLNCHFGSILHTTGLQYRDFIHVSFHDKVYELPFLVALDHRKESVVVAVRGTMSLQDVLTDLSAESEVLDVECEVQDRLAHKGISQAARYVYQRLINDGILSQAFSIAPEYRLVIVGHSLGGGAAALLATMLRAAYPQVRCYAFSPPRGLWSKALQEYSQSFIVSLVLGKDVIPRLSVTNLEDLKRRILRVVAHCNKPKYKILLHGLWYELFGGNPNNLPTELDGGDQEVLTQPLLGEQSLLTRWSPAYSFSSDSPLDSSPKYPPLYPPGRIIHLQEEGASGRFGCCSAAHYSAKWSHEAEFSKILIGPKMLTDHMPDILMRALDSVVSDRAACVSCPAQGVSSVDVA
# Numbers without * were called inactive; / = not tested or not shown. Not a hit list; about 1.9% have a hit in one of these screens.
no.	compound	PvdQ inh	Rtt109 Vps75	phage Ecoli inh	PfHsp90 yeast 2	Wnt bcat act
1	CCCN1CCN(CCCNC(=O)c2ccc(NC(=O)C3=C(C)OCCS3)cc2)CC1	-1	4	3.7	-30	6
2	CCOc1ccc(NC(=O)CSc2ccc(-c3ccccn3)nn2)cc1	-9	8	2.0	19	/
3	CC1=NN(C(=O)Cc2ccc([N+](=O)[O-])cc2)C(O)(c2ccccc2)C1 (configuration not stated)	-24	0	1.9	/	-8
4	CCOc1ccccc1C(=O)NC(C)c1ccc2c(c1)OCO2 (configuration not stated)	-9	-6	1.2	-4	/
5	CCN(CC)CCNC(=O)c1cn(-c2ccccc2)nc1-c1cccs1	-12	-2	2.9	/	-5
6	CCCCn1c(/C=C/c2ccco2)nc2ccccc21	-10	-1	4.5	-6	-1
7	Cc1ccc(NCc2ccccc2F)cc1	4	3	-0.5	21	/
8	FC(F)(F)c1cccc(Cc2noc(CN3CCSCC3)n2)c1	-1	4	1.4	/	-2
9	COc1cccc(N2CCN(c3nc(C)c(C)c(=O)[nH]3)CC2)c1	-9	-1	2.4	-6	-2
10	CC(=O)Nc1ccc(N2C(=O)CSC2c2cccc(Br)c2)cc1 (configuration not stated)	-4	/	2.6	-9	1
11	COc1cc(/C=C2\SC(=S)N(N(C)c3ccccc3)C2=O)ccc1O	0	-11	3.2	-9	-3
12	CCc1nc(NCC2CCCO2)c(C#N)c2c1COC(C)(C)C2 (configuration not stated)	-15	6	-2.5	-6	/
13	CC1=C(C(=O)OCC2CCCO2)C(c2coc3ccc(Cl)cc3c2=O)C2=C(CCCC2=O)N1 (configuration not stated)	-9	8	4.2	20	-1
14	COc1ccccc1CNC(=O)C(C)c1ccc([N+](=O)[O-])cc1 (configuration not stated)	-5	-3	5.1	4	-7
15	COc1cc(NS(=O)(=O)c2ccc(NC(=S)NC(C)=O)cc2)nc(OC)n1	/	/	0.8	/	-3

no.	E coli growth	Tat transport	AddAB inh	CAL PDZ inh	DAGLB inh
1	-1.4	-5	4.7	-3.7	1
2	1.6	-6	0.5	-0.2	-1
3	-0.6	-2	4.2	-3.5	4
4	-1.4	-3	1.5	-2.4	-1
5	-1.4	-10	1.2	-4.3	3
6	-1.1	5	0.4	0.9	1
7	-1.4	-3	-1.1	-2.7	-7
8	-1.3	3	4.5	-2.2	-4
9	1.7	-6	0.5	0.6	4
10	-5.2	13	1.0	-0.5	-1
11	0.1	7	1.2	-1.9	-1
12	-0.6	8	1.9	-1.4	-3
13	1.0	-11	0.6	-1.2	0
14	-1.5	-7	1.9	-2.4	2
15	0.0	/	4.2	/	/

# Single records, from the list above. Order of screens: PvdQ inh | Rtt109 Vps75 | phage Ecoli inh | PfHsp90 yeast 2 | Wnt bcat act | E coli growth | Tat transport | AddAB inh | CAL PDZ inh | DAGLB inh
# CC1=NN(C(=O)Cc2ccc([N+](=O)[O-])cc2)C(O)(c2ccccc2)C1 (configuration not stated) is entered as -24 | 0 | 1.9 | / | -8 | -0.6 | -2 | 4.2 | -3.5 | 4
# FC(F)(F)c1cccc(Cc2noc(CN3CCSCC3)n2)c1 is entered as -1 | 4 | 1.4 | / | -2 | -1.3 | 3 | 4.5 | -2.2 | -4

# (further entries)
no.	compound	PvdQ inh	Rtt109 Vps75	phage Ecoli inh	PfHsp90 yeast 2	Wnt bcat act
16	Cc1ccc(NC(=O)CN(C)c2ccc(S(=O)(=O)N3CCCC3)cn2)cc1	-3	-16	1.5	-34	-3
17	Cc1sc(NC(=O)/C=C/C(=O)O)c(C(N)=O)c1-c1ccc(C(C)(C)C)cc1	7	16	1.0	-4	9
18	Cc1noc(C)c1-c1ccc2ncnc(NC(C)c3ccco3)c2c1 (configuration not stated)	-5	-2	5.4	4	7
19	Fc1ccc(CNc2nc(-c3ccccc3)nc3ccccc23)cc1	-11	-3	5.2	-25	-1
20	O=C(O)C1OC1(c1ccccc1Cl)c1ccccc1Cl (configuration not stated)	-3	1	2.4	-6	-2
21	CCN(CC)c1ccc(C(=O)NNC(=O)c2cccn2C)cc1	-7	-5	3.5	-8	25
22	COc1cccc(CNC(=O)COC(=O)c2nc(Cl)c(Cl)c(Cl)c2Cl)c1	5	2	-2.7	-9	1
23	COc1ccc(C2CC(c3cccc(C(F)(F)F)c3)=NN2c2ccc(S(N)(=O)=O)cc2)cc1 (configuration not stated)	-43	-4	0.6	-10	-1
24	CC1(C)CC(NC(=O)c2coc(=O)c(Br)c2)CC(C)(C)N1	4	-17	-0.3	15	/
25	CCCCC(=O)Nc1ccc(C(=O)NCC(=O)OC)cc1	-7	1	1.3	3	/
26	CCCNC(=O)CC(NS(=O)(=O)c1ccc(OC)cc1)c1ccco1 (configuration not stated)	-12	-7	3.2	-8	1
27	Cc1cc2c(cc1S(=O)(=O)CCC(=O)NCCc1ccccc1)OCC(=O)N2	-27	-5	-0.3	5	2
28	O=C(NCC(c1ccccc1)N1CCCC1)C1CCN(C(=O)Nc2ccccc2)CC1 (configuration not stated)	-13	5	1.9	/	-2
29	CC1=CC(C)C2(CO)COC(c3ccc(O)cc3)C1C2C (configuration not stated)	6	1	4.9	11	-1
30	Cc1ccc(O)c(NC(=O)CCCC(=O)O)c1	-8	-1	1.6	1	-2

no.	E coli growth	Tat transport	AddAB inh	CAL PDZ inh	DAGLB inh
16	-2.1	-5	0.5	-0.9	1
17	0.8	1	4.0	-2.4	10
18	1.8	-11	2.5	-0.9	-4
19	/	11	/	-0.7	-4
20	/	1	/	-1.2	0
21	1.8	-7	3.3	1.6	3
22	-0.9	-3	-1.2	-2.4	-9
23	-0.5	-4	-1.4	-0.1	1
24	-0.3	-2	0.5	1.1	2
25	-2.3	-8	-2.5	-0.5	-2
26	3.1	-2	0.5	26	3
27	1.1	-9	2.7	-0.9	3
28	/	-7	/	-2.5	0
29	0.1	4	1.5	-0.9	3
30	-1.4	1	-0.1	-2.5	1

# Sorted by the number under Rtt109 Vps75 (falling): 6 of the compounds above.
no.	Compound	PvdQ inh	Rtt109 Vps75	phage Ecoli inh	Wnt bcat act	Tat transport	CAL PDZ inh	DAGLB inh
20	O=C(O)C1OC1(c1ccccc1Cl)c1ccccc1Cl (configuration not stated)	-3	1	2.4	-2	1	-1.2	0
30	Cc1ccc(O)c(NC(=O)CCCC(=O)O)c1	-8	-1	1.6	-2	1	-2.5	1
18	Cc1noc(C)c1-c1ccc2ncnc(NC(C)c3ccco3)c2c1 (configuration not stated)	-5	-2	5.4	7	-11	-0.9	-4
23	COc1ccc(C2CC(c3cccc(C(F)(F)F)c3)=NN2c2ccc(S(N)(=O)=O)cc2)cc1 (configuration not stated)	-43	-4	0.6	-1	-4	-0.1	1
27	Cc1cc2c(cc1S(=O)(=O)CCC(=O)NCCc1ccccc1)OCC(=O)N2	-27	-5	-0.3	2	-9	-0.9	3
24	CC1(C)CC(NC(=O)c2coc(=O)c(Br)c2)CC(C)(C)N1	4	-17	-0.3	/	-2	1.1	2

# More records.
no.	compound	PvdQ inh	Rtt109 Vps75	phage Ecoli inh	PfHsp90 yeast 2	Wnt bcat act
31	O=C(O)c1ccccc1CSc1ncn[nH]1	-9	-6	3.3	-29	-7
32	Cc1ccc(Oc2nnc(-c3ccc(C)cc3)c3ccccc23)cc1	8	/	4.5	-2	11
33	O=C(Oc1ccc(/C=N/Nc2nc(N3CCCCC3)nc(N3CCCCC3)n2)cc1)c1ccco1	2	-18	1.4	2	-1
34	CC(=O)c1c(C)[nH]c(C(=O)OCC(=O)c2c(N)n(CC(C)C)c(=O)n(C)c2=O)c1C	-5	-8	1.8	-11	12
35	O=C(NCC1CCCO1)c1ccc(N2C(=O)C3CCCCC3C2=O)cc1 (configuration not stated)	-6	-5	-0.6	-22	-3
36	Cc1cccc(NC(=O)c2ccc(C(=O)Nc3cccc(C)c3)nc2)c1	-1	10	3.3	-29	-4
37	O=C1CC(N(CCc2ccccc2)C(=S)Nc2cc(Cl)ccc2Cl)C(=O)N1c1c(Cl)cccc1Cl (configuration not stated)	-7	1	1.8	-13	/
38	COC(=O)c1ccc(C)c(NC(=O)C2COc3ccccc3O2)c1 (configuration not stated)	-15	-13	3.2	/	2
39	CCC(=O)c1ccc(OCC(=O)OCC(=O)N2CCc3ccccc3C2)cc1	10	3	0.9	/	2
40	O=C(CSc1cccc[n+]1[O-])c1cc(Cl)ccc1Cl	-8	4	0.4	-5	-5
41	OCCn1c(-c2ccc(F)cc2)csc1=Nc1ccccc1	-9	2	1.8	8	6
42	CN(CCOc1ccc(Cl)cc1)C(=O)c1cccc(S(=O)(=O)N2CCN(Cc3ccccc3)CC2)c1	-13	4	1.8	14	-7
43	CC(=O)Oc1cccc(C(=O)Nc2c[nH]c(=O)[nH]c2=O)c1	-14	4	3.6	-60	0
44	CCN(CC)S(=O)(=O)c1cc(NS(=O)(=O)c2cc(Cl)ccc2Cl)ccc1C	7	2	1.7	12	-2
45	COc1ccc(-c2nc(N)ncc2-c2ccc(Cl)cc2)c(O)c1	-11	0	1.8	-10	0

no.	E coli growth	Tat transport	AddAB inh	CAL PDZ inh	DAGLB inh
31	-2.8	7	-3.3	-0.1	0
32	0.1	-4	3.2	-2.4	-1
33	2.2	0	1.3	-1.2	-1
34	0.9	-1	-0.9	-1.2	-1
35	-1.1	-5	2.7	-2.2	3
36	-0.6	-3	2.5	1.5	-7
37	0.6	0	2.3	-3.7	-9
38	5.3	-1	4.0	-6.7	-5
39	-4.5	5	0.1	-0.5	5
40	-1.0	1	4.5	-1.1	3
41	0.6	-6	1.6	-2.6	-1
42	/	12	/	-0.8	-4
43	-1.0	-1	3.4	-0.2	/
44	-0.2	8	1.9	-1.7	2
45	1.2	6	2.6	-0.3	0

# Remaining list, next part:
no.	compound	PvdQ inh	Rtt109 Vps75	phage Ecoli inh	PfHsp90 yeast 2	Wnt bcat act
46	O=C(Nc1nsc(-c2ccccc2)n1)c1ccc(F)cc1	2	4	3.9	1	4
47	Cc1[nH]n(-c2ccccc2)c(=O)c1N=Nc1ccccc1C(=O)N1CCOCC1	-14	-2	2.8	-22	-5
48	COC(=O)C1=C(O)/C(=C\c2sccc2C)N=C1C	3	14	2.9	10	0
49	Cc1cccc(C)c1NC(=O)CNCC(=O)Nc1c(C)cccc1C	-14	-3	-0.4	-6	-2
50	Cc1cc(OCC(=O)NC(C)c2ccccc2)ccc1[N+](=O)[O-] (configuration not stated)	1	1	4.5	-8	-1
51	COc1ccc(CNC(N)=O)cc1	-15	-14	2.0	8	0
52	CCC(=O)N1CCN(c2ccccc2NC(=S)NC(=O)c2cccc([N+](=O)[O-])c2)CC1	-7	/	2.9	12	-4
53	COc1ccc(-c2cc(C(=O)OC3CCOC3=O)c3ccccc3n2)cc1OC (configuration not stated)	7	/	-0.8	19	/
54	O=C(COc1ccccc1)NCCS(=O)(=O)N1CCN(c2ccccc2)CC1	-15	-20	0.4	9	-2

no.	E coli growth	Tat transport	AddAB inh	CAL PDZ inh	DAGLB inh
46	2.2	-2	-0.4	0.7	-3
47	-1.8	-11	2.0	-2.5	6
48	-1.1	-4	1.9	0.2	0
49	1.0	-11	1.1	0.5	-1
50	-0.8	-5	1.6	-2.0	-1
51	-0.5	-3	3.5	-0.6	1
52	-1.2	-1	-1.3	-3.3	0
53	-1.9	-1	1.2	-5.8	2
54	-1.3	5	2.7	-3.3	1

# Screens: PubChem, several laboratories
